From PubChem BioAssay
DAT uptake mod: changed hDAT dopamine uptake under cocaine IC80, either direction, primary screen, cocaine antagonist project, cell-based, LLC-PK1 hDAT, [14C]-dopamine uptake, MLSMR; Sodium-dependent dopamine transporter (Homo sapiens), Q01959; 110,000 compounds, 1.3% hits; B-score at 10 µM; LLC-PK1 hDAT cells, [14C]-dopamine uptake with cocaine IC80; actives deviate in either direction; AID 449768, 2010;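 active = Z score or B-score, a plate-position-corrected score, falls beyond the plate's 99.7% confidence bounds, in either direction; inactive = both scores lie inside the 99.7% bounds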;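 note: scored against the spread of the other compound wells on the same plate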
Calb biofilm kill: clotrimazole potentiators killing Candida biofilms, primary screen, with clotrimazole, Alamar Blue; C. albicans biofilm + clotrimazole; inhibition, % at 6 µM; 85,000 compounds, 0.14% hits;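 active = inhibition above 20%; inactive = inhibition below 20%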;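 note: preformed 24 hr biofilms exposed to compound for 48 hr; 0% = biofilm without compound and 100% = blank killed by clotrimazole plus chlorhexidine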
VCAM1 TNFa inh: inhibitors of TNFa-induced VCAM1 expression, primary screen, imaging, HUVEC, TNFa stimulus, immunofluorescence; inhibition, % at 2 µM; 95,000 compounds, 0.48% hits; AID 802, 2007; HUVEC TNFa-induced VCAM-1 immunofluorescence, high-content imaging;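 active = inhibition above the batch mean plus 3 SD, with images confirmed as a hit by eye, cut at about 37% in these data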;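 note: 0% = TNF-stimulated DMSO wells and 100% = unstimulated control wells; not every result past the cut was called active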
Smad3 inh: Smad3/FoxH1 peptide binding inhibitors, primary screen, biochemical, TR-FRET | Mothers against decapentaplegic homolog 3 (Homo sapiens), P84022 | TR-FRET Smad3/Dy647-FoxH1 peptide binding, europium anti-His | inhibition, % at 25 µM | 88,000 compounds, 0.29% hits;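 active = compounds that reduce the energy-transfer binding signal between the protein and its labelled peptide by more than half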;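 note: 0% = Smad3 plus labelled peptide maximal FRET and 100% = peptide-only background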
PTPN22 inh 2: PTPN22 phosphatase inhibitors, primary screen, biochemical, DiFMUP fluorescence, 2 µM; 96,000 compounds, 0.21% hits; inhibition, % at 2 µM; Tyrosine-protein phosphatase non-receptor type 22 (Homo sapiens), Q9Y2R2; recombinant LYP catalytic domain;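 active = inhibition at 2 µM at or above a set limit, the screen mean plus 3 SD, cut at about 24% in these data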;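 note: 0% = DMSO with enzyme and 100% = enzyme fully blocked by orthovanadate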
Target sequence (Q9Y2R2 whole entry, looked up, the tested form may be a part): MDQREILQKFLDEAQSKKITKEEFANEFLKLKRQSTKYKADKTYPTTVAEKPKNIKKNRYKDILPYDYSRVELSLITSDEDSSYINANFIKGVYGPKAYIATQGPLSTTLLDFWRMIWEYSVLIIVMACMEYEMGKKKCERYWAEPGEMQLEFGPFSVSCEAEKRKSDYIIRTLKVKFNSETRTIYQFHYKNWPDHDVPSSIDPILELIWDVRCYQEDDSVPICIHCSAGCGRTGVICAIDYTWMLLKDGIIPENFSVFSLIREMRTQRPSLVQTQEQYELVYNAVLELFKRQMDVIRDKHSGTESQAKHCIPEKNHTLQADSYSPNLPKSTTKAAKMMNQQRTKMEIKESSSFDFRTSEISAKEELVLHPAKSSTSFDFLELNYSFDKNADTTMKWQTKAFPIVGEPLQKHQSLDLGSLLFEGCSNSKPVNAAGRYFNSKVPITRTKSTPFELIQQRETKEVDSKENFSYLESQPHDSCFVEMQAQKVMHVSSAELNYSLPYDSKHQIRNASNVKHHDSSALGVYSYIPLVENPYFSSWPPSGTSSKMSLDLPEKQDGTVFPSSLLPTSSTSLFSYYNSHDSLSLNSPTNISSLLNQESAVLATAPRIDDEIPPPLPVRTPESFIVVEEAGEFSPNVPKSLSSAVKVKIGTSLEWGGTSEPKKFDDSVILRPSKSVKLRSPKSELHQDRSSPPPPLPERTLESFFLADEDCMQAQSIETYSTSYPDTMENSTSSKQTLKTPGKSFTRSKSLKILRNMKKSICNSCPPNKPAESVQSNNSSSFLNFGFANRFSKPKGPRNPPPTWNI
HUVEC tox TNFa: cytotoxicity in TNFa-stimulated HUVEC, primary screen, cytotoxicity control for VCAM1 expression modulator project, imaging, Hoechst nuclei count; HUVEC TNFalpha-stimulated, Hoechst cell count; cell count reduction, % at 2 µM; 93,000 compounds, 0.17% hits; AID 848, 2007;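 active = cell count reduction exceeding the screen mean by over 5 SD, scaled to untreated wells per plate, cut at about 78% in these data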;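 note: cells counted after 24 h of TNF alpha exposure following the 1 h pretreatment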
cytoskel mod: modifiers of F-actin cytoskeleton organization, primary screen, imaging, HUVEC, phalloidin staining, high-content imaging. inhibition, % at 2 µM. 91,000 compounds, 0.18% hits. AID 836, 2007. HUVEC TNFa F-actin phalloidin imaging;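 active = inhibition above the batch mean plus 3 SD and confirmed as a hit by visual image inspection, cut at about 30% in these data, passing the limit was not always enough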; note: strong numbers were not always called active
MT1-MMP txn act: MT1-MMP promoter reporter activation – cell-based, luciferase luminescence, primary screen; HT1080 MT1-MMP promoter luciferase reporter, overnight; stronger effect = higher value; 86,000 compounds, 0.16% hits; activation factor at 10 µM;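 active = activation factor of at least 2 for MT1-MMP transcription at 10 µM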
IL1B cytotox: cytotoxicity in IL-1B stimulated HUVEC, primary screen, cytotoxicity control for IL-1B NFkB translocation project, imaging, Hoechst nuclear count, IL-1B stimulus; HUVEC cell count loss; cell count reduction, % at 2 µM; 94,000 compounds, 0.41% hits; AID 845, 2007;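 active = cell count reduction more than 3 SD above the screen-wide mean, cut at about 70% in these data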;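 note: normalized per plate to untreated control cells as the no-loss baseline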
Active calls of the source: *; . = no result given; [ ] = dose if it differs, or a comment. An excerpt; rates above refer to the full screens.

Values in the order – DAT uptake mod	Calb biofilm kill	VCAM1 TNFa inh	Smad3 inh	PTPN22 inh 2	HUVEC tox TNFa	cytoskel mod	MT1-MMP txn act	IL1B cytotox
Nc1nc2n(n1)C(c1ccco1)CC(c1ccccc1)N2 (stereo unspecified)
 : 0.411	0.1	-14.6	-2.8	-1.7	.	2.2	1.1	-31.9
CC1=NC(=O)C(N=Nc2cccc(O)c2)N1c1ccccc1 (stereo unspecified)
 : -0.156	-1.5	24.8	-14.2	0.7	-56.2	.	2*	3.2
COc1cccc(OC)c1C(=O)N1CC(C)OC(C)C1 (stereo unspecified)
 : -0.251	7.2	8.0	-7.6	1.9	-20.2	-4.7	1.1	-7.4
CCOC(=O)C1C(=O)CC(C)(O)C(C(=O)OCC)C1/C=C/c1ccccc1 (stereo unspecified)
 : -0.403	-4.9	10.8	5.3	-3.9	-14.2	8.8	1.1	16.9
O=C(COc1ccc(CO)cc1)Nc1ccc(F)cc1
 : 0.565	4.4	-4.8	-3.7	-1.1	-15.9	16.3	1.4	8.2
Cc1cccn2c(=O)c3cc(C(=O)N4CCCc5ccccc54)n(C)c3nc12
 : .	-1.5	0.7	-3.4	-0.9	-4.6	4.0	1.1	22.8
Cc1ccc(N2CCN(C(=O)c3ccccc3NC(=O)C3CC=CCC3C(=O)O)CC2)cc1 (stereo unspecified)
 : -0.0696	.	16.4	.	4.9	-7.8	-26.8	.	4.2
Cc1ccccc1CSc1nc2n(n1)C(c1cccs1)C1=C(CCCC1=O)N2 (stereo unspecified)
 : 0.679	6.3	-1.3	1.9	-1.2	0.0	-16.2	.	5.5
COc1ccc(-n2c(Cn3c(=O)sc4ccccc43)nnc2SCC(N)=O)cc1
 : -0.777	-2.9	-0.7	-1.9	-6.6	-20.7	-0.7	1.1	-4.8
Cc1ccc(C)c(-n2c(N)c(C(N)=O)sc2=S)c1
 : -2	0.6	.	-0.5	-18.7	.	.	1.2	-26.7
O=C(ON=C1CCN(c2ccc([N+](=O)[O-])cc2)CC1)c1ccccc1
 : .	.	1.3	.	-1.8	-20.8	7.1	.	-86.9
COc1ccc(C2=NCC(CSc3nnc(-c4ccc5c(c4)OCO5)o3)S2)cc1 (stereo unspecified)
 : 1.06	-1.9	1.2	-3.2	7.4	-19.7	1.2	1.2	-29.2
COc1ccc(-c2nnc(SCC(=O)NC(=O)NCc3ccccc3)o2)cc1
 : -0.111	3.7	3.3	-26.0	3.0	-19.6	12.2	1.3	-10.6
COCCn1c(Cc2ccccc2)nnc1SCC(=O)NC(C)(C)C
 : 0.315	8.5	-2.7	0.7	3.6	6.7	-12.3	1.1	0.2
COCc1nnc(NS(=O)(=O)c2ccc(C)cc2)s1
 : -1.21	3.5	-11.9	2.0	9.3	0.4	4.8	1	2.2
CCOc1ccc(CNc2ccc3c(c2)ncn3C)cc1
 : -0.0913	3.9	14.1	3.1	-7.7	-1.1	3.4	1.3	-137.2
O=C(C1CCCCC1)N1CCC(c2nc3c(nnn3Cc3c(F)cccc3Cl)c(=O)[nH]2)CC1
 : 0.166	6.3	13.8	-3.2	6.9	-18.7	7.0	1.1	-8.5
COc1ccccc1NC(=O)Cn1c(=O)sc2ccccc21
 : 0.713	7.2	16.4	-8.3	-4.6	-12.9	4.8	.	-16.3
CCOc1ccc(S(=O)(=O)NCCC(=O)OCN2C(=O)c3ccccc3C2=O)cc1
 : 0.471	-8.4	.	-2.8	-16.1	.	-19.4	0.9	1.5
Cc1cccc(C)c1NC1=NC2(CCCCC2)N=C(N)N1
 : 0.00228	0.1	6.7	-19.5	-6.1	-25.3	9.9	1.2	-13.7

A draw from above in order of number of heavy atoms, ascending.
Values in the order – DAT uptake mod	Calb biofilm kill	VCAM1 TNFa inh	Smad3 inh	PTPN22 inh 2	HUVEC tox TNFa	cytoskel mod	MT1-MMP txn act	IL1B cytotox
Cc1ccc(C)c(-n2c(N)c(C(N)=O)sc2=S)c1
 : -2	0.6	.	-0.5	-18.7	.	.	1.2	-26.7
CCOc1ccc(CNc2ccc3c(c2)ncn3C)cc1
 : -0.0913	3.9	14.1	3.1	-7.7	-1.1	3.4	1.3	-137.2
O=C(ON=C1CCN(c2ccc([N+](=O)[O-])cc2)CC1)c1ccccc1
 : .	.	1.3	.	-1.8	-20.8	7.1	.	-86.9
CCOc1ccc(S(=O)(=O)NCCC(=O)OCN2C(=O)c3ccccc3C2=O)cc1
 : 0.471	-8.4	.	-2.8	-16.1	.	-19.4	0.9	1.5

New compounds follow.
Values in the order – DAT uptake mod	Calb biofilm kill	VCAM1 TNFa inh	Smad3 inh	PTPN22 inh 2	HUVEC tox TNFa	cytoskel mod	MT1-MMP txn act	IL1B cytotox
CCOC(=O)C(NCc1ccc2c(c1)OCO2)(NC(=O)CC)C(F)(F)F (stereo unspecified)
 : -0.214	-3.1	-16.2	-7.0	-17.0	-10.9	-4.4	1.1	-27.9
CSCCC(N=CC1=C(O)CC(C)(C)CC1=O)C(=O)O (stereo unspecified)
 : 1.24	.	-1.2	.	5.5	.	24.7	1	2.9
COc1ccc(OC)c(S(=O)(=O)Nc2ccc(C(N)=O)cc2)c1
 : -0.969	.	23.8	3.4	0.6	-7.2	-13.9	1	-20.2
CCOc1ccc(C(C)=O)cc1N1C(=O)C2C3C=CC(C3=C(C)C)C2C1=O (stereo unspecified)
 : .	.	8.3	.	6.3	-41.8	24.6	.	-11.3
C[N+]1(CC(=O)Nc2ccc(F)cc2)CCN(C(=O)c2ccco2)CC1
 : -0.794	3.9	8.9	-10.2	6.6	-34.5	-3.4	1.1	-17.1
Cc1ccc(NC2=C(C(=O)c3ccccc3)N(C)S(=O)(=O)c3ccccc32)cc1
 : -1.38	.	17.4	.	5.8	.	4.1	.	-2.7
CC[n+]1ccc(C)c2cc(S(=O)C(F)(F)F)ccc21 (stereo unspecified)
 : -1.87	2.4	-8.8	3.0	11.1	-3.9	-34.7	1.3	3.5
Cc1nc(S/C(=C/c2ccc(-c3ccc(Cl)cc3)o2)C(=O)O)n[nH]1
 : 0.581	.	14.6	.	19.8	-11.6	17.4	.	2.8
CN(C)CCCN1C(=O)C(=O)/C(=C(/O)c2ccncc2)C1c1ccccc1 (stereo unspecified)
 : -0.334	4.1	.	8.2	.	.	.	1	.
Cc1ccc(OCCCC(=O)Nc2ccc3c(c2)OCO3)cc1
 : 0.00624	6.7	14.2	-12.3	6.2	-8.3	-32.5	1.1	1.1
COc1ccc(C(=O)Nc2ccc3c(c2)Cc2ccccc2-3)cc1
 : 0.0416	.	-8.8	.	-3.5	3.7	-11.4	.	16.1
O=C(CN1CCC(n2nnc3cc(C(F)(F)F)ccc32)CC1)Nc1ccc2c(c1)OCCO2
 : 0.683	-0.3	-5.5	-9.8	-0.6	-39.6	4.9	1.2	-26.1
COc1ccc(OCC(O)CNc2ccc(Br)cc2)cc1 (stereo unspecified)
 : 0.835	6.8	8.6	10.3	-4.2	-11.1	0.9	1.1	-6.7
O=C1C=C(OCc2ccccc2)CN1
 : -0.431	2.8	2.6	-2.6	8.4	13.5	-6.5	0.8	9.0
COc1ccc(OC)c(C2CC(=O)N3CN(c4ccc(C)c(Cl)c4)CSC3=C2C#N)c1 (stereo unspecified)
 : -1.24	10.0	6.8	2.5	5.3	-46.8	1.0	1.1	-9.5
CC(=O)Oc1ccc(C)cc1N1C(=O)c2ccc(C(=O)O)cc2C1=O
 : -0.0101	2.5	8.8	-9.4	0.9	-30.8	-13.3	1.1	-35.5
CCC(Oc1ccccc1)C(=O)Nc1cc(C)on1 (stereo unspecified)
 : -0.508	.	5.6	.	3.0	-13.0	-10.1	1.4	4.8
CC1(C)Cc2cccc(OCC(=O)N3CCN(S(=O)(=O)c4ccccc4F)CC3)c2O1
 : 1.58	8.0	8.8	5.0	0.6	-9.3	-10.3	1	-4.3
CC(C)n1cc(/C=C(\C#N)S(=O)(=O)c2ccccc2)c2ccccc21
 : 0.0194	6.6	44.8	9.4	2.2	-5.6	-25.4	1	-31.9
COc1ccc(OC)c(C(c2nnnn2C2CCCC2)N2CCN(c3ccccc3F)CC2)c1 (stereo unspecified)
 : 0.0108	9.5	-24.1	17.1	-4.8	-34.4	25.7	1.2	-11.8

Values in the order – DAT uptake mod	Calb biofilm kill	VCAM1 TNFa inh	Smad3 inh	PTPN22 inh 2	HUVEC tox TNFa	cytoskel mod	MT1-MMP txn act	IL1B cytotox
Cc1cc(C)nc(Nc2n[nH]c(COc3ccc4ccccc4c3)n2)n1
 : -0.696	6.9	-2.3	-13.5	9.2	-5.2	6.5	1.2	-16.4
O=C1OC(c2cccs2)=N/C1=C\c1ccc(-c2ccccc2Cl)o1
 : 0.37	.	12.9	.	0.8	-13.5	-22.6	.	-23.4
CC(CCc1ccco1)NC(=O)Cn1ncc2c1-c1ccccc1OC2 (stereo unspecified)
 : -0.117	16.7	-1.7	7.9[fluorescence artefact?]	6.6	13.2	-14.3	1.1	30.8
O=C(Nc1nc2c(s1)CCCC2)c1cc2n(n1)C(C(F)(F)F)CC(C1CC1)N2 (stereo unspecified)
 : 0.417	6.2	-5.5	2.5	0.2	-28.3	37.3	1.7	-4.2
O=C(O)C1CC(c2ccccc2F)=NO1 (stereo unspecified)
 : -2.41	2.7	17.2	6.1	1.5	-35.1	-36.1	1	-1.1
Cc1cc(-n2nc(C)cc2C)n2nc(C)c(-c3ccccc3)c2n1
 : -0.0878	-1.4	-20.3	-13.4	-2.6	11.9	5.3	1.1	-8.6
COc1ccc(-c2csc(N3CCC(c4ccccc4)C3)n2)cc1 (stereo unspecified)
 : 0.557	.	9.1	.	-0.7	-11.8	6.5	.	23.6
Cc1cc(OCc2nn[nH]n2)c2c(C)c(Cc3ccccc3)c(=O)oc2c1
 : -0.451	6.7	29.2	2.1	-5.5	-23.9	0.4	1	26.1
CCN(Cc1ccccc1)S(=O)(=O)c1ccc(S(=O)(=O)N2CCN(CCC#N)CC2)cc1
 : 1.07	5.6	.	1.7	.	.	.	1	.
O=S(=O)(N1CCCCC1)n1c(Cc2ccccc2)nc2ccccc21
 : -0.25	2.3	.	7.0	3.6	.	.	1.1	-20.0
